Source: PubChem
GASC1 inh – KDM4C (human) demethylase inhibition; inhibition, % at 12.5 µM; GST-KDM4C 2-372, H3K9me3 peptide, LANCE TR-FRET; Q9H3R0; 96,000 compounds, 0.15% hits;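 active = mean replicate inhibition above about 25%, with at least 55% of replicates also reaching it, limit read from the data, passing the limit was not always enough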
Target sequence (Q9H3R0 2-372 limits assumed): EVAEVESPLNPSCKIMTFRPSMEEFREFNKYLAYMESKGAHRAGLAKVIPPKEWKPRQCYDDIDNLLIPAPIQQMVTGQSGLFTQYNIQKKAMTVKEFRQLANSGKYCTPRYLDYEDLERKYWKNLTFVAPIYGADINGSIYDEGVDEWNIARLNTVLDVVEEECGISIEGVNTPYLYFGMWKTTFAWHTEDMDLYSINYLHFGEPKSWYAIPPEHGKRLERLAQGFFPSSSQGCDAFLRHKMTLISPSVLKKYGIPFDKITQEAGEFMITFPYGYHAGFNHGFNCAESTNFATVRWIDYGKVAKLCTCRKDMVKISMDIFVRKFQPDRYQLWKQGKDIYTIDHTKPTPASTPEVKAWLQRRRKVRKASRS
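Compound: one test concentration per compound; Material: GST-GASC-1 enzyme fragment 2-372; Amount: GASC-1 enzyme at 10 nM final in reaction; Also added: H3K9me3 peptide substrate, Fe(II), 2-oxoglutarate; Technique: LANCE TR-FRET; Times: 30 min demethylation and 1 h detection at room temperature.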
Pf Dd2 growth – blocks growth of Plasmodium falciparum Dd2 parasites; P. falciparum Dd2 growth, SYBR Green, 72 h; stronger effect = lower value; activity change, % at 10 µM; 94,000 compounds, 2.3% hits; AID 1159554; in the data active = activity change below about -80%
C diff HTS – blocks growth of Clostridium difficile | AID 1259249 | Clostridium difficile clinical isolate growth, OD600, 24 h; stronger effect = lower value | growth activity, negative = inhibition, % at 16 µg/mL (by protocol) | 86,000 compounds, 0.25% hits;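 active = mean growth activity at or below -80% and every replicate also at or below -80%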;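 also: 0% = DMSO wells and -100% = levofloxacin 16 µg/mL wells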
Tcruzi prolif – inhibitors of T. cruzi proliferation; inhibition, % at 8.34 µM; T. cruzi beta-gal in NIH3T3, GalScreen luminescence, 90 h; 77,000 compounds, 5.9% hits; AID 624255;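 active = mean inhibition above about 93%, with at least 55% of replicates each passing it, limit read from the data, passing the limit was not always enough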
* marks the source's active call; other numbers are inactive results; x = not tested or not shown.

Molecule,Tcruzi prolif,Pf Dd2 growth,GASC1 inh,C diff HTS
N#C[C@@H]1[C@@H](c2ccccc2-c2ccccc2F)[C@H](CO)N1C(=O)C1CC1,x,-88*,1.2,-9
O=C(Cc1ccccc1)N1CC(=O)N2[C@H](CO)[C@H](c3ccc(Br)cc3)[C@@H]2C1,x,30,-1.0,-3
C[C@@H]1CCCCO[C@@H](CN(C)C(=O)NC2CCCCC2)[C@H](C)CN([C@@H](C)CO)C(=O)c2cc(NS(=O)(=O)c3ccc(F)cc3)ccc2O1,62,6,1.1,5
C[C@H]1CCCCO[C@H](CN(C)S(=O)(=O)c2ccccc2)[C@@H](C)CN([C@@H](C)CO)C(=O)c2cc(NC(=O)Cc3ccccc3)ccc2O1,x,-79,-0.8,x
O=C(C[C@H]1CC[C@@H]2[C@H](COC[C@H](O)CN2Cc2cccc(-c3ccncc3)c2)O1)N1CCCCC1,63,-3,-1.9,x
C[C@H](CO)N1C[C@H](C)[C@@H](CN(C)CC2CC2)Oc2ccc(NC(=O)Nc3ccccc3)cc2CC1=O,-17,-83*,2.3,-2
C[C@@H]1CCCCO[C@H](CN(C)C(=O)CCC(F)(F)F)[C@@H](C)CN([C@H](C)CO)C(=O)c2cc(NC(=O)C3CCCCC3)ccc2O1,52,7,-0.5,-9
O=C(C[C@@H]1CC[C@H](NS(=O)(=O)c2ccc(F)cc2)[C@@H](CO)O1)N1CCC(Cc2ccccc2)CC1,56,-6,0.8,-10
CCC(=O)N[C@@H]1C=C[C@@H](CC(=O)NCc2ccccc2F)O[C@H]1CO,18,-4,-0.5,x
CC(C)NC(=O)N(C)C[C@@H]1Oc2ccc(NC(=O)NC3CCCCC3)cc2C(=O)N([C@@H](C)CO)C[C@H]1C,-27,2,-1.5,-1
CN(C)C(=O)c1ccc(-c2ccccc2[C@H]2[C@H](C#N)N(C(=O)C3CC3)[C@H]2CO)cc1,x,25,0.2,7
CC=Cc1ccc2n(c1=O)C[C@@H]1[C@@H](CO)[C@H](C(=O)NCC(F)(F)F)N(C(=O)c3cccnc3)[C@H]21 (mixture of isomers),-168,x,1.6,0
COCC(=O)N1CC2(CCN(Cc3ccc(Cl)cc3)CC2)c2c([nH]c3cc(OC)ccc23)[C@@H]1CO,x,-23,0.8,14
COCC(=O)N1CC2(CN(C(=O)NC(C)C)C2)c2c(n(C)c3cc(OC)ccc23)[C@H]1CO,x,17,0.3,-1
C[C@H](CO)N1C[C@H](C)[C@H](CN(C)S(=O)(=O)c2ccc(Cl)cc2)Oc2ccc(NC(=O)CCC(F)(F)F)cc2C1=O,3,7,3.4,-10

Next part; it opens with the 7 that closed the last part.
Molecule,Tcruzi prolif,Pf Dd2 growth,GASC1 inh,C diff HTS
CCC(=O)N[C@@H]1C=C[C@@H](CC(=O)NCc2ccccc2F)O[C@H]1CO,18,-4,-0.5,x
CC(C)NC(=O)N(C)C[C@@H]1Oc2ccc(NC(=O)NC3CCCCC3)cc2C(=O)N([C@@H](C)CO)C[C@H]1C,-27,2,-1.5,-1
CN(C)C(=O)c1ccc(-c2ccccc2[C@H]2[C@H](C#N)N(C(=O)C3CC3)[C@H]2CO)cc1,x,25,0.2,7
CC=Cc1ccc2n(c1=O)C[C@@H]1[C@@H](CO)[C@H](C(=O)NCC(F)(F)F)N(C(=O)c3cccnc3)[C@H]21 (mixture of isomers),-168,x,1.6,0
COCC(=O)N1CC2(CCN(Cc3ccc(Cl)cc3)CC2)c2c([nH]c3cc(OC)ccc23)[C@@H]1CO,x,-23,0.8,14
COCC(=O)N1CC2(CN(C(=O)NC(C)C)C2)c2c(n(C)c3cc(OC)ccc23)[C@H]1CO,x,17,0.3,-1
C[C@H](CO)N1C[C@H](C)[C@H](CN(C)S(=O)(=O)c2ccc(Cl)cc2)Oc2ccc(NC(=O)CCC(F)(F)F)cc2C1=O,3,7,3.4,-10
C[C@@H]1CN([C@H](C)CO)C(=O)c2cc(NC(=O)NC3CCCCC3)ccc2O[C@H]1CN(C)CC1CCCCC1,x,-7,2.0,-1
N#C[C@H]1[C@@H](c2ccccc2C2=CCCCC2)[C@H](CO)N1S(=O)(=O)c1cccc(F)c1,x,-52,10,61
C[C@H]1CN([C@@H](C)CO)C(=O)Cc2cc(NS(=O)(=O)c3ccc(F)cc3)ccc2O[C@@H]1CN(C)C(=O)Nc1ccc2c(c1)OCO2,26,16,0.1,x
CO[C@H]1CN(C)C(=O)c2cc(NC(=O)c3cnccn3)ccc2OC[C@@H](C)N(C)C[C@H]1C,43,18,-0.1,x
C/C=C/c1ccc2c(c1)O[C@H](CN(C)C(=O)Cc1cccnc1)[C@H](C)CN([C@H](C)CO)S2(=O)=O,x,-1,0.3,0
COc1ccc(S(=O)(=O)N(C)C[C@@H]2Oc3ccc(NC(=O)Nc4ccc5c(c4)OCO5)cc3CC(=O)N([C@@H](C)CO)C[C@H]2C)cc1,31,-26,1.0,5
CC=Cc1ccc2n(c1=O)C[C@H]1[C@H](CO)[C@@H](C(=O)NCc3ccc(F)cc3)[C@@H]2N1CCC (mixture of isomers),-3,x,1.1,19
Cc1ccccc1-c1cnc2c(c1)C(=O)N([C@H](C)CO)C[C@H](C)[C@H](CN(C)C(=O)CC1CC1)O2,x,22,-1.6,2
COc1ccc(S(=O)(=O)N(C)C[C@H]2OCc3ccccc3-c3ccccc3C(=O)N([C@H](C)CO)C[C@@H]2C)cc1,62,-32,-20,x
O=C(Nc1ccc(F)cc1)Nc1ccc2c(c1)[C@H]1C[C@H](CC(=O)N3CCCCC3)O[C@H](CO)[C@H]1O2,-26,-49,2.1,-1
C[C@H]1CN([C@@H](C)CO)C(=O)Cc2cc(NC(=O)Cc3ccccc3)ccc2O[C@H]1CN(C)Cc1ccc(C(=O)Nc2ccccc2N)cc1,x,-86*,0.1,-4
CC=Cc1ccc2n(c1=O)C[C@@H]1[C@@H](CO)[C@H](C(=O)N[C@H](C)c3ccccc3)N(C(=O)c3cnccn3)[C@H]21 (mixture of isomers),-38,x,0.4,-7
COc1ccc2c3c(n(C)c2c1)[C@@H](CO)N(C(=O)NC(C)C)CC31CN(CC2CC2)C1,x,5,-2.2,9
C[C@H](CO)N1C[C@H](C)[C@@H](CN(C)Cc2ccc(C(=O)O)cc2)Oc2ccc(NS(=O)(=O)c3cccs3)cc2CC1=O,x,-8,0.0,3
Cc1noc(C)c1S(=O)(=O)N(C)C[C@@H]1OCCCC[C@@H](C)Oc2ccc(NS(=O)(=O)c3cn(C)cn3)cc2C(=O)N([C@@H](C)CO)C[C@H]1C,2,26,0.0,0
CCC(=O)NC[C@H]1[C@@H](c2ccc(C3=CCCC3)cc2)[C@@H](CO)N1C(C)=O,77,1,1.9,-6
O=C(C[C@@H]1CC[C@@H]2[C@H](COC[C@H](O)CN2Cc2cccc(C(F)(F)F)c2)O1)NCc1ccccc1,8,1,3.7,x
CO[C@H]1CN(C)C(=O)c2ccc(NC(=O)Nc3cccc(F)c3)cc2OC[C@H](C)N(C)C[C@@H]1C,x,-20,0.0,0
CCCN(C)C[C@H]1Oc2cc(C3=CCCCC3)ccc2S(=O)(=O)N([C@H](C)CO)C[C@@H]1C,x,-26,-0.9,x
CCC(=O)N1CC(=O)N2[C@H](CO)[C@@H](c3ccc(-c4ccccc4F)cc3)[C@@H]2C1,x,-5,0.0,-18
COc1ccc(C(=O)Nc2ccc3c(c2)C(=O)N(C)C[C@H](OC)[C@@H](C)CN[C@H](C)CO3)cc1,-8,-18,0.7,x
COc1ccc(C#Cc2cnc3c(c2)C(=O)N([C@@H](C)CO)C[C@@H](C)[C@@H](CN(C)CC2CCOCC2)O3)cc1,41,-57,-1.1,1
CN(C)c1ccc2c(c1)[C@@H]1C[C@H](CC(=O)NCCN3CCCCC3)O[C@H](CO)[C@@H]1O2,-44,4,11,-3
COCC(=O)N1[C@H](CO)[C@@H]2c3ccccc3N(C(=O)C3CC3)C[C@@H]21,3,7,-2.7,-3
CCS(=O)(=O)Nc1ccc2c(c1)C(=O)N(C)[C@H]1CC[C@H](CC(=O)Nc3ccccc3)O[C@@H]1CO2,50,5,-3.0,5
O=C(C[C@@H]1CC[C@H]2[C@@H](COC[C@@H](O)CN2C(=O)Nc2ccc(Cl)c(Cl)c2)O1)NCc1ccc(F)cc1,-34,2,-1.2,-28
CCS(=O)(=O)N1CCCCN2[C@H](C1)[C@@H](c1ccc(-c3ccc(C#N)cc3)cc1)[C@@H]2CO,86,-62,-2.3,-2
C[C@@H]1CCCCO[C@@H](CN(C)C(=O)NC2CCCCC2)[C@H](C)CN([C@@H](C)CO)C(=O)c2cc(NC(=O)C3CCCCC3)ccc2O1,72,-28,1.1,1
CC(C)NC(=O)Nc1ccc2c(c1)C(=O)N([C@H](C)CO)C[C@H](C)[C@@H](CN(C)S(=O)(=O)c1ccccc1)O2,-10,-24,-0.9,0
Cc1ccc(S(=O)(=O)N(C)C[C@@H]2OCCCC[C@H](C)Oc3ccc(NC(=O)NC(C)C)cc3C(=O)N([C@H](C)CO)C[C@H]2C)cc1,-23,-46,-0.1,3
COc1cc(CN2CC3(CN(C(=O)CN4CCOCC4)C3)c3c(n(C)c4cc(OC)ccc34)[C@H]2CO)cc(OC)c1,x,-70,-0.2,18
Cc1noc(C)c1S(=O)(=O)N(C)C[C@@H]1OCCCC[C@@H](C)Oc2ccc(NS(=O)(=O)c3ccc(Cl)cc3)cc2C(=O)N([C@@H](C)CO)C[C@H]1C,63,15,0.0,-5
C[C@H](CO)N1C[C@H](C)[C@@H](CN(C)C(=O)c2cc(Cl)cc(Cl)c2)OCc2ccccc2-c2c(n(C)c3ccccc23)C1=O,x,-37,-1.3,3
CO[C@@H]1CN(C)C(=O)c2cc(NC(=O)CC(F)(F)F)ccc2OC[C@H](C)N(S(=O)(=O)c2cn(C)cn2)C[C@@H]1C,x,31,1.3,-3
COc1ccc(NC(=O)N(C)C[C@H]2Oc3ccc(NC(=O)CCC(F)(F)F)cc3C(=O)N([C@H](C)CO)C[C@@H]2C)cc1,17,-2,-1.2,-4
C[C@H]1CCCCO[C@H](CN(C)C(=O)CCC(F)(F)F)[C@@H](C)CN([C@@H](C)CO)C(=O)c2cc(NS(=O)(=O)c3cn(C)cn3)ccc2O1,103,3,-1.9,2
CC(C)NC(=O)Nc1cccc2c1O[C@@H](CN(C)C(=O)Nc1ccc(F)cc1)[C@@H](C)CN([C@@H](C)CO)C2=O,4,38,-1.2,-4
CC(C)C#Cc1ccc2c(c1)O[C@H](CN(C)C(=O)c1cccnc1)[C@H](C)CN([C@H](C)CO)S2(=O)=O,41,-12,0.5,-4
COc1ccccc1C(=O)Nc1ccc2c(c1)C(=O)N(C)C[C@H](OC)[C@@H](C)CN(CC1CC1)[C@H](C)CO2,8,-32,-0.9,2
N#C[C@H]1[C@H](c2ccccc2-c2ccccc2)[C@H](CO)N1C(=O)NC1CCCC1,x,15,-0.8,-10
CCC(=O)Nc1ccc2c(c1)OC[C@@H](C)N(C(C)=O)C[C@@H](C)[C@@H](OC)CN(C)C2=O,-14,8,0.9,1
C[C@H]1CN([C@@H](C)CO)C(=O)c2cc(NC(=O)Cc3cn(C)c4ccccc34)ccc2O[C@@H]1CN(C)Cc1ccccc1,49,-40,-0.4,-8
C[C@H]1CN([C@@H](C)CO)C(=O)c2cc(C#Cc3ccccc3)cnc2O[C@@H]1CN(C)C(=O)C1CC1,46,-18,-0.9,-8
C[C@@H]1CN([C@H](C)CO)C(=O)c2cc(NS(=O)(=O)c3cn(C)cn3)ccc2O[C@@H]1CN(C)S(=O)(=O)c1cccs1,-34,4,3.7,x
COCc1cn(CC[C@@H]2CC[C@@H](NC(=O)Nc3ccc(OC)cc3)[C@H](CO)O2)nn1,3,4,-0.8,2
C[C@H](CO)N1C[C@H](C)[C@H](CN(C)S(C)(=O)=O)Oc2ccc(NC(=O)Nc3ccc(C(F)(F)F)cc3)cc2C1=O,x,10,0.5,1
C[C@@H]1CN([C@H](C)CO)C(=O)c2cccc(NC(=O)Nc3ccc(F)cc3)c2O[C@H]1CN(C)S(=O)(=O)c1cn(C)cn1,-7,-3,0.7,x
COc1ccc2c3c([nH]c2c1)[C@@H](CO)N(C(=O)C1CC1)CC31CN(C(=O)NC(C)C)C1,x,-1,1.0,-1
